Ba/F3 V617F tox – reduce viability of Ba/F3 cells dependent on JAK2V617F; Ba/F3 EpoR-JAK2V617F viability, ATP luminescence; inhibition, % at 5.6 µM; 220,000 tested, 1.1% active; AID 1446;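 active means inhibition above the campaign mean plus 3 SD over all tested compounds, cut at about 24% in these data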;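 further: cytokine-independent growth of Ba/F3 cells driven by EpoR plus mutant JAK2; 0% = DMSO-treated cells and 100% = JAK inhibitor I control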
BaF3 parental – reduces parental Ba/F3 cell viability, JAK2V617F counter-screen; 220,000 tested, 1.1% active; CellTiter-Glo ATP luminescence; inhibition, % at 5.6 µM; AID 1486;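 active means inhibition above a per-campaign cutoff, the mean inhibition of all tested compounds plus 3 SD, cut at about 27% in these data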;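 further: 0% = DMSO wells and 100% = JAK Inhibitor I control wells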
p97 inhibitor – blocks human p97 ATPase activity. P55072. recombinant p97 ATPase, Kinase-Glo ATP luminescence, 3 h. inhibition, % at 8 µM. 220,000 tested, 0.42% active. AID 1481; in the data active means inhibition above about 15%;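 further: 0% = DMSO vehicle and 100% = wells lacking enzyme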
RBBP9 inhibitor – inhibitors of human serine hydrolase RBBP9. O75884. recombinant RBBP9, FP-Rh probe fluorescence polarization. inhibition, % at 7.94 µM. 220,000 tested, 0.2% active;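 active means inhibition above the campaign mean of all tested compounds plus 3 SD, cut at about 14% in these data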;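 further: plate controls were DMSO wells with RBBP9 for no effect and wells lacking RBBP9 protein for full effect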
Target sequence (O75884 whole entry, looked up): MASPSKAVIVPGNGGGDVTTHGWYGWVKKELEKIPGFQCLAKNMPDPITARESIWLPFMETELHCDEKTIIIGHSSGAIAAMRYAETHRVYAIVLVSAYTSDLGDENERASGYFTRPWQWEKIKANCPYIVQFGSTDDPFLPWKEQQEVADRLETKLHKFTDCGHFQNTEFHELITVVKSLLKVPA
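Test system – recombinant human RBBP9 · Input – RBBP9 2.5 µM in dispensing solution, pre-mixing · Medium – Tris buffer pH 8.0, NaCl, Pluronic · Schedule – preincubation 30 min plus labeling 45 min at 25 °C · Measured by – fluorescence polarization · Measure – % inhibition · Controls – DMSO and no-protein wells · Replicates – one well per compound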
p47phox inh – blocks human p47phox regulatory protein of NADPH oxidases; P14598; inhibition, % at 24.7 µM; p47phox/p22phox peptide binding, fluorescence polarization, 2 h; 220,000 tested, 0.53% active;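 active means inhibition above about 30%, limit read from the data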;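 further: 0% = p47phox with labelled peptide and 100% = labelled peptide alone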
Target sequence (P14598 whole entry, looked up): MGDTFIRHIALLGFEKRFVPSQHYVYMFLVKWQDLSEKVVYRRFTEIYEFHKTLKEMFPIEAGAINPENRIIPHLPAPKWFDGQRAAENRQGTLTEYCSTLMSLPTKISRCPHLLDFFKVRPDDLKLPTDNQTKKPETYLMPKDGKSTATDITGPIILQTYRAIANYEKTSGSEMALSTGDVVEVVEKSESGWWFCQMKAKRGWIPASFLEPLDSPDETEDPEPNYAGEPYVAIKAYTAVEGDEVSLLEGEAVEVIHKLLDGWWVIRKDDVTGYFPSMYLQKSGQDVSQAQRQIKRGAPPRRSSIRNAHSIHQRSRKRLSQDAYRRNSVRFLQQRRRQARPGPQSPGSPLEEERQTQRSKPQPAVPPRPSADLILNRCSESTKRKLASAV
PPC-1+TRAIL kill – PPC-1 cancer cell killing with TRAIL present; PPC-1 cells + TRAIL, ATPLite viability luminescence; cell killing (% activity), % at 4 µM; 220,000 tested, 0.41% active;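 active means cell killing above 50% in the first pass at 4 µM, then a duplicate retest at 5 µM averaging 50% or more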;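 further: plate controls were cells with TRAIL plus DMSO for no effect and medium-only wells lacking cells for full effect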
PGE2 EP2 inh – EP2 receptor (human) inhibition; C6 glioma cells expressing human EP2, cAMP TR-FRET; cells stimulated with saturating PGE2; inhibition, % at 25 µM; 260,000 tested, 0.52% active; AID 1422;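 active means percent inhibition above 40 after rounding to a whole number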;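 further: rat C6 glioma host cells with rolipram phosphodiesterase inhibitor present; the protocol text gives 20 µM as final concentration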
Target sequence (P43116 whole entry, looked up): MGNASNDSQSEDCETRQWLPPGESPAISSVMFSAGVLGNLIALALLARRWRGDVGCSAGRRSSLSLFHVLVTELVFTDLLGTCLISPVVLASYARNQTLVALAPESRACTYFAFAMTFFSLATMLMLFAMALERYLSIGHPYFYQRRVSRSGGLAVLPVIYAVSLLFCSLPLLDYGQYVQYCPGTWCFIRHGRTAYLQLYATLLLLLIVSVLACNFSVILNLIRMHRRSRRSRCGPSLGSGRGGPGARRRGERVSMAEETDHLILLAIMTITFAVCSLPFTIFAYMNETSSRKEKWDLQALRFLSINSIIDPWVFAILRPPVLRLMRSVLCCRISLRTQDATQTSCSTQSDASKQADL
Furin inh – blocks human furin protease activity | P09958 | inhibition, % at 30 µM | purified furin, fluorogenic substrate cleavage | 220,000 tested, 0.061% active; in the data active means inhibition above about 25%; further: inactives centre near -15
Tb hexokinase – T. brucei hexokinase 1 inhibition; recombinant TbHK1, G6PDH-coupled NADH A340; 220,000 tested, 0.11% active; inhibition, % at 10 µM;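 active means inhibition of 50% or more in the single-dose primary screen; inactive means inhibition below 50%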
Active calls of the source: *; & = joins results of further samples; [ ] = another dose, or the depositor's remark.

How did Cc1nn(C)c(C)c1CNC(=O)c1nn2c(c1Cl)NC(c1cccs1)CC2C(F)(F)F (stereo unspecified) do in these assays?
Ba/F3 V617F tox: 15; BaF3 parental: 32*; p97 inhibitor: 5; RBBP9 inhibitor: 2; p47phox inh: -4; PPC-1+TRAIL kill: -3; PGE2 EP2 inh: 4; Furin inh: -16[20 µM]; Tb hexokinase: -2

Results for COC(=O)c1nn(C23CC4CC(CC(C4)C2)C3)c2c1C(=O)N(c1ccc(F)cc1)C2=O ?
Ba/F3 V617F tox: 0; BaF3 parental: -1; p97 inhibitor: 3; RBBP9 inhibitor: -8; p47phox inh: -3; PPC-1+TRAIL kill: 14; PGE2 EP2 inh: 4; Furin inh: -23[20 µM]; Tb hexokinase: 3

Results for CCn1c(CCNC(=O)c2ccc(Cl)c(Cl)c2)nnc1SCCOc1ccc(OC)cc1 ?
Ba/F3 V617F tox: 3; BaF3 parental: 6; p97 inhibitor: -6; RBBP9 inhibitor: 5; p47phox inh: -14; PPC-1+TRAIL kill: 5; PGE2 EP2 inh: 5; Furin inh: -13[20 µM]; Tb hexokinase: 0

How did CC(=O)Nc1ccc(CN2CCN(C3CCCC3)C(CCO)C2)cc1 (stereo unspecified) do in these assays?
Ba/F3 V617F tox: 4; BaF3 parental: 7; p97 inhibitor: 5; RBBP9 inhibitor: 5; p47phox inh: -1; PPC-1+TRAIL kill: 0; PGE2 EP2 inh: 8; Furin inh: -21; Tb hexokinase: -10

Results for CN=C(Nc1cccc(OC)c1)SC1CC(=O)N(c2ccc(C(=O)O)cc2)C1=O (stereo unspecified) ?
Ba/F3 V617F tox: 0; BaF3 parental: 5; p97 inhibitor: 4; RBBP9 inhibitor: -1; p47phox inh: -3; PPC-1+TRAIL kill: -3; PGE2 EP2 inh: 3; Furin inh: -12; Tb hexokinase: 1

Results for COc1ccc(-c2nnc(SCC(=O)c3cccs3)o2)cc1 ?
Ba/F3 V617F tox: 8; BaF3 parental: 10; p97 inhibitor: -3; RBBP9 inhibitor: 3; p47phox inh: -19; PPC-1+TRAIL kill: 18; PGE2 EP2 inh: 25&21; Furin inh: 2; Tb hexokinase: 5

What do the screens show for `COc1ccc(-n2c(C)cc(=O)c3c2CC(C)(C)CC3=O)cc1`?
Ba/F3 V617F tox: -3; BaF3 parental: 1; p97 inhibitor: -5; RBBP9 inhibitor: -3; p47phox inh: -16; PPC-1+TRAIL kill: -8; PGE2 EP2 inh: 16; Furin inh: -3; Tb hexokinase: 8

What do the screens show for `COc1ccccc1/C=C/C=N/n1c(-c2ccncc2)n[nH]c1=S`?
Ba/F3 V617F tox: -2; BaF3 parental: 6; p97 inhibitor: 7; RBBP9 inhibitor: -5; p47phox inh: 7; PPC-1+TRAIL kill: 27; PGE2 EP2 inh: 8; Furin inh: -21; Tb hexokinase: -6

How did COC(=O)[C@H](CCSC)NC(=O)N1CCC(C)CC1 do in these assays?
Ba/F3 V617F tox: 3; BaF3 parental: 6; p97 inhibitor: -3; RBBP9 inhibitor: -6; p47phox inh: -9; PPC-1+TRAIL kill: -5[5 µM]; PGE2 EP2 inh: 8; Furin inh: -13[20 µM]; Tb hexokinase: 28

How did O=C(CSC(=S)N1CCOCC1)c1ccccc1 do in these assays?
Ba/F3 V617F tox: -1; BaF3 parental: 4; p97 inhibitor: 0; RBBP9 inhibitor: -2; p47phox inh: -16; PPC-1+TRAIL kill: 29; PGE2 EP2 inh: 4; Furin inh: -12; Tb hexokinase: 7

Results for O=S(=O)(c1ccccc1)N1CCC(n2nnc3cc(F)ccc32)CC1 ?
Ba/F3 V617F tox: -4; BaF3 parental: 3; p97 inhibitor: 4; RBBP9 inhibitor: 4; p47phox inh: -1; PPC-1+TRAIL kill: -8; PGE2 EP2 inh: -1; Furin inh: -7[20 µM]; Tb hexokinase: -4

Results for Cc1ccc(NC(=O)c2c([N+](=O)[O-])c(C(C)(C)C)nn2C)cc1 ?
Ba/F3 V617F tox: 1; BaF3 parental: 4; p97 inhibitor: -3; RBBP9 inhibitor: -2; p47phox inh: -5; PPC-1+TRAIL kill: -8; PGE2 EP2 inh: 15; Furin inh: -21; Tb hexokinase: -3

Results for CC1CN(C(=O)C2CCCC2)C(C)CN1C(=O)C1CCCC1 (stereo unspecified) ?
Ba/F3 V617F tox: 1; BaF3 parental: 1; p97 inhibitor: 7; RBBP9 inhibitor: -3; p47phox inh: 0; PPC-1+TRAIL kill: 16; PGE2 EP2 inh: 5; Furin inh: -15; Tb hexokinase: 38

Results for COCCN1C(=O)c2ccccc2C(C(=O)NCCCN2CCCC2=O)C1c1c[nH]c2ccccc12 (stereo unspecified) ?
Ba/F3 V617F tox: 2; BaF3 parental: 12; p97 inhibitor: 6; RBBP9 inhibitor: 3; p47phox inh: -6; PPC-1+TRAIL kill: 3; PGE2 EP2 inh: 9; Furin inh: -16; Tb hexokinase: -4

How did CCc1ccc(C2=NN(CCC(=O)NCc3cccs3)C(=O)CC2)cc1 do in these assays?
Ba/F3 V617F tox: 4; BaF3 parental: 7; p97 inhibitor: -1; RBBP9 inhibitor: -8; p47phox inh: -2; PPC-1+TRAIL kill: 8; PGE2 EP2 inh: 5; Furin inh: -24; Tb hexokinase: -5

What do the screens show for `NC(=O)c1ccsc1NC(=O)COc1ccccc1`?
Ba/F3 V617F tox: 5; BaF3 parental: 8; p97 inhibitor: -2; RBBP9 inhibitor: 0; p47phox inh: -35; PPC-1+TRAIL kill: 34; PGE2 EP2 inh: 10; Furin inh: -16[20 µM]; Tb hexokinase: 8

How did COc1ccc(CN2C(=O)c3oc4ccccc4c(=O)c3C2c2ccc(O)c(OC)c2)cc1 (stereo unspecified) do in these assays?
Ba/F3 V617F tox: 0; BaF3 parental: -6; p97 inhibitor: -2; RBBP9 inhibitor: -8; p47phox inh: 15; PPC-1+TRAIL kill: 12; PGE2 EP2 inh: 9; Furin inh: -12; Tb hexokinase: -2

Results for Oc1ccc(-c2n[nH]c(=S)n2Cc2ccccc2)cc1 ?
Ba/F3 V617F tox: -1; BaF3 parental: 8; p97 inhibitor: 4; RBBP9 inhibitor: -4; p47phox inh: -9; PPC-1+TRAIL kill: -2; PGE2 EP2 inh: 10; Furin inh: -6; Tb hexokinase: 2

What do the screens show for `Cc1ccc(C(=O)NC(=S)N2CC(C)OC(C)C2)cc1[N+](=O)[O-]` (stereo unspecified)?
Ba/F3 V617F tox: -1; BaF3 parental: 5; p97 inhibitor: 2; RBBP9 inhibitor: 3; p47phox inh: -12; PPC-1+TRAIL kill: -14; Furin inh: -35[20 µM]; Tb hexokinase: -6

How did Cc1cccc(C)c1NCc1nnc(SCC(=O)Nc2nc(-c3ccccc3)cs2)n1-c1ccccc1 do in these assays?
Ba/F3 V617F tox: -1; BaF3 parental: 4; p97 inhibitor: 0; RBBP9 inhibitor: -7; p47phox inh: -4; PPC-1+TRAIL kill: 12; PGE2 EP2 inh: 4; Furin inh: -16; Tb hexokinase: -10

Results for COc1ccc(CC(NC(C)=O)C(=O)NC2CCN(C(=O)c3cnccn3)CC2)cc1 (stereo unspecified) ?
Ba/F3 V617F tox: 6; BaF3 parental: 7; p97 inhibitor: -6; RBBP9 inhibitor: -2; p47phox inh: -1; PPC-1+TRAIL kill: 6; PGE2 EP2 inh: 4; Furin inh: -15[20 µM]; Tb hexokinase: 2

What do the screens show for `CC(=O)Nc1ccc2nc(-c3ccc(Br)o3)[nH]c2c1`?
Ba/F3 V617F tox: -3; BaF3 parental: 1; p97 inhibitor: 6; RBBP9 inhibitor: -6; p47phox inh: -9; PPC-1+TRAIL kill: 39; PGE2 EP2 inh: 8; Furin inh: -82; Tb hexokinase: -6

How did O=C(c1ccccc1)c1cccn1CC(=O)N1CCCCCC1 do in these assays?
Ba/F3 V617F tox: 5; BaF3 parental: 5; p97 inhibitor: -4; RBBP9 inhibitor: -1; p47phox inh: -3; PPC-1+TRAIL kill: 5; PGE2 EP2 inh: 10; Furin inh: 1; Tb hexokinase: 3

What do the screens show for `CC(NC(=O)CSc1nnc(COc2ccccc2)o1)c1ccccc1` (stereo unspecified)?
Ba/F3 V617F tox: -2; BaF3 parental: -1; p97 inhibitor: 1; RBBP9 inhibitor: -10; p47phox inh: -12; PPC-1+TRAIL kill: 6; PGE2 EP2 inh: 24; Furin inh: -12; Tb hexokinase: 6

What do the screens show for `COCCSc1ccccc1C(=O)N1CCN(Cc2ccc3c(c2)OCO3)CC1`?
Ba/F3 V617F tox: -5; BaF3 parental: 1; p97 inhibitor: 0; RBBP9 inhibitor: -2; p47phox inh: -1; PPC-1+TRAIL kill: 7; PGE2 EP2 inh: 20; Furin inh: -7[20 µM]; Tb hexokinase: 2

What do the screens show for `COc1cc([N+](=O)[O-])ccc1NC(=O)CC(C)C`?
Ba/F3 V617F tox: 2; BaF3 parental: 0; p97 inhibitor: -3; RBBP9 inhibitor: -3; p47phox inh: -3; PPC-1+TRAIL kill: -3; PGE2 EP2 inh: 10; Furin inh: 4; Tb hexokinase: -15

Results for Cc1ccc(NC(=O)COC(=O)CCc2ccc(S(=O)(=O)N3CCOCC3)cc2)c(C)c1 ?
Ba/F3 V617F tox: -1; BaF3 parental: 0; p97 inhibitor: 3; RBBP9 inhibitor: -6; p47phox inh: -7; PPC-1+TRAIL kill: -14; PGE2 EP2 inh: 6; Furin inh: -17; Tb hexokinase: 3

How did CCOc1ccc(OCCSc2nc(-c3ccccc3)cc(=O)[nH]2)cc1 do in these assays?
Ba/F3 V617F tox: -3; BaF3 parental: 2; p97 inhibitor: 5; RBBP9 inhibitor: 5; p47phox inh: 10; PPC-1+TRAIL kill: 7; PGE2 EP2 inh: 5; Furin inh: -16; Tb hexokinase: -2

Results for CCN(CC)C(=O)c1[nH]cnc1C(=O)N[C@@H](CC(C)C)C(=O)OC(C)(C)C ?
Ba/F3 V617F tox: -2; BaF3 parental: -2; p97 inhibitor: 2; RBBP9 inhibitor: -3; PPC-1+TRAIL kill: 3; PGE2 EP2 inh: 2; Furin inh: -17; Tb hexokinase: -5

How did Cc1ccccc1NC(=O)NCCN1C(=O)C2C3C=CC(C3)C2C1=O (stereo unspecified) do in these assays?
Ba/F3 V617F tox: -2; BaF3 parental: 2; p97 inhibitor: 6; RBBP9 inhibitor: -6; p47phox inh: -3; PPC-1+TRAIL kill: 9; PGE2 EP2 inh: 2; Furin inh: -23; Tb hexokinase: 2

How did Cc1nnc(SCC(=O)c2ccc(Cl)cc2)s1 do in these assays?
Ba/F3 V617F tox: 0; BaF3 parental: 7; p97 inhibitor: 2; RBBP9 inhibitor: -2; p47phox inh: 0; PPC-1+TRAIL kill: 4; PGE2 EP2 inh: 14; Furin inh: -23; Tb hexokinase: -3

What do the screens show for `Cc1cc(NC(=O)Nc2ccc(F)cc2)no1`?
Ba/F3 V617F tox: 2; BaF3 parental: 1; p97 inhibitor: -2; RBBP9 inhibitor: -7; p47phox inh: -13; PPC-1+TRAIL kill: 26; PGE2 EP2 inh: 4&-1; Furin inh: -5[20 µM]; Tb hexokinase: 8

What do the screens show for `COc1ccc(C2/C=C\CN(C(=O)Nc3ccccc3-c3ccccc3)CC(=O)N2Cc2ccc(F)cc2)cc1` (stereo unspecified)?
p47phox inh: -6; PPC-1+TRAIL kill: -4; PGE2 EP2 inh: 14; Furin inh: -24; Tb hexokinase: -4

2 consecutive records already listed, quoted:
What do the screens show for `Cc1cc(NC(=O)Nc2ccc(F)cc2)no1`?
Ba/F3 V617F tox: 2; BaF3 parental: 1; p97 inhibitor: -2; RBBP9 inhibitor: -7; p47phox inh: -13; PPC-1+TRAIL kill: 26; PGE2 EP2 inh: 4&-1; Furin inh: -5[20 µM]; Tb hexokinase: 8

What do the screens show for `COc1ccc(C2/C=C\CN(C(=O)Nc3ccccc3-c3ccccc3)CC(=O)N2Cc2ccc(F)cc2)cc1` (stereo unspecified)?
p47phox inh: -6; PPC-1+TRAIL kill: -4; PGE2 EP2 inh: 14; Furin inh: -24; Tb hexokinase: -4

Not all compounds are listed; rates above refer to the full screens.
